Assay outcomes: PubChem, National Center for Advancing Translational Sciences (NCATS)
POLI inh = inhibitors of human DNA polymerase iota | Q9UNA4 | Pol iota fluorescent replication assay, 10 min | Potency, µM (doses to about 115 µM), for inactives: top-dose activity, negative = inhibition, usual class: inhibitors | 1% of 390,000 active
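Pol iota at 10 nM preincubated 15 min with compounds at room temperature; reaction started with fluorescent substrate, 50 nM final. Fluorescence read kinetically at 0 and 10 min; buffer-only wells as negative control.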
Pol beta inh = inhibitors of human DNA polymerase beta | P06746 | Potency, µM (titrated, usually from 114 µM), inactives show top-dose activity change, negative = inhibition, usual class: inhibitors | Pol beta primer extension/strand displacement, fluorescence kinetic | 1.3% of 340,000 active | AID 485314; note: % is set by controls: 0 for no effect and ±100 for the full control effect
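Enzyme-only controls used 10 nM Pol beta; buffer lacking enzyme served as negative control. Compound preincubated 15 min, then 50 nM substrate added; 0 and 10 min reads at room temperature.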
APEX1 inh = blocks human APE1 abasic DNA cleavage. P27695. Potency, µM (highest dose often 65.8 µM), without a hit: top-dose activity change, negative = inhibition, most hits filed as inhibitors. 0.35% of 350,000 active. recombinant APE1, TAMRA/BHQ-2 abasic DNA cleavage fluorescence. AID 2517;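 note: plate controls were vehicle for no effect and reference inhibitor for full effect; nearly all actives have a fitted effect of over 55% in size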
Target sequence (P27695 whole entry, looked up): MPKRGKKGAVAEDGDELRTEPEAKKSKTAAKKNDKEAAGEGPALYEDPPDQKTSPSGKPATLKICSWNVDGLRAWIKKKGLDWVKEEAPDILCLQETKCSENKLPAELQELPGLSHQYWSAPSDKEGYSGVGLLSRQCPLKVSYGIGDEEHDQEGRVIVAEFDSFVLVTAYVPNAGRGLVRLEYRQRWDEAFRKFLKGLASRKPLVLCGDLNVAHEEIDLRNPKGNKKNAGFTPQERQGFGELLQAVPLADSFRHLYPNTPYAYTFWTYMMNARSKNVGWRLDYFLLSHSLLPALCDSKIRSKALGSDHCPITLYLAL
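Compound pre-exposure to 0.75 nM APE1, 15 min at ambient temperature. Reaction initiated with 50 nM TAMRA/BHQ-2 THF substrate, read immediately in kinetic mode, 525 nm excitation, 598 nm emission.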
G9a block = G9a (human) methyltransferase inhibition | Q96KQ7 | G9a H3K9 monomethylation, AlphaScreen, 2 h | Potency, µM (highest dose often 102 µM), for the others: top-dose activity, negative = inhibition, usual class: inhibitors | 8.8% of 350,000 active; note: % is set by controls: 0 for no effect and ±100 for the full control effect; nearly all actives have a fitted effect of over 75% in size
Target sequence (Q96KQ7 913-1193 limits assumed): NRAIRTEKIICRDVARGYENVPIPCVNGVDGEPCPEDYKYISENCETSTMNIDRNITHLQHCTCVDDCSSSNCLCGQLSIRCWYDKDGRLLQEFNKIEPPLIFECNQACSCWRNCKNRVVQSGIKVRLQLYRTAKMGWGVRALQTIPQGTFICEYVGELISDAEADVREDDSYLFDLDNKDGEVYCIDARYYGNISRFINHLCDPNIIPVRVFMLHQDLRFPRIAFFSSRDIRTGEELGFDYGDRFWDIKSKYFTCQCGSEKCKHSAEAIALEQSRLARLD
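Quantitative HTS format: methyltransferase activity on a biotin-tagged H3K9 peptide is measured by AlphaScreen, using a rabbit anti-monomethyl-H3K9 antibody with streptavidin donor and anti-IgG acceptor beads. Final levels are 20 nM enzyme, 500 nM peptide, 20 uM SAM; 2 h RT.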
Pol eta inh = DNA polymerase eta (human) inhibition; Q9Y253; recombinant Pol eta, fluorescent DNA replication assay; Potency, µM (series often up to 114 µM), for the others: top-dose activity change, negative = inhibition, hits mostly inhibitors; 1.2% of 390,000 active; AID 588591; note: % is set by controls: 0 for no effect and ±100 for the full control effect
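Pol eta at 10 nM preincubated with compounds 15 min at room temperature; reaction started with fluorescent substrate (50 nM final) and read kinetically at 0 and 10 min.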
Pol kappa inh = DNA polymerase kappa (human) inhibition; Q9UBT6; purified Pol kappa, fluorescent DNA synthesis assay, 10 min; Potency, µM (doses to about 107 µM), inactives show at the top dose activity, negative = inhibition, most hits filed as inhibitors; 0.53% of 400,000 active; note: % is set by controls: 0 for no effect and ±100 for the full control effect
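Enzyme at 10 nM met test compounds for 15 min at room temperature. Substrate addition (50 nM final) began the reaction, which was monitored by fluorescence at 0 and 10 min.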
JMJD2A Tudor = blocks the human JMJD2A Tudor domain; AID 504339; 4.4% of 390,000 active; AlphaScreen JMJD2A-Tudor / H3K4me3 peptide binding; Potency, µM (highest dose often 114 µM), without a hit: at the highest dose activity change, negative = inhibition, usual class: inhibitors; note: % is set by controls: 0 for no effect and ±100 for the full control effect; nearly all actives have a fitted effect of over 50% in size
BAZ2B block = inhibitors of human BAZ2B bromodomain; 4.4% of 360,000 active; Potency, µM (highest dose often 114 µM), for inactives: top-dose activity change, negative = inhibition, most hits filed as inhibitors; AlphaScreen BAZ2B-H3K14Ac peptide displacement; AID 504333; Q9UIF8; note: % is set by controls: 0 for no effect and ±100 for the full control effect; nearly all actives have a fitted effect of over 60% in size
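AlphaScreen displacement of biotin-H3(5-23)K14Ac peptide (50 nM final) from BAZ2B (50 nM final) in PBS pH 7.4, 0.01% Tween-20; complex preformed 30 min RT, then compounds (top 110 uM) 30 min RT, beads 20 min dark.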
BLM helicase inh = inhibitors of human Bloom syndrome helicase BLM | P54132 | recombinant BLM DNA unwinding, fluorescence dequenching | Potency, µM (doses to about 56.1 µM), inactives show top-dose activity change, negative = inhibition, actives largely listed as inhibitors | 0.2% of 350,000 active | AID 2528;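 note: plate controls were vehicle for no effect and no enzyme for full effect; nearly all actives have a fitted effect of over 35% in size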
An asterisk follows results filed as active; ? = inconclusive; nt = not tested or not shown; [ ] = another dose, or the depositor's remark. Calls come from the whole dose curve; as a rule, active = well fitted curve in the direction sought with a large enough effect; inconclusive = small, poorly fitted or top-dose-only effect, or another doubt; inactive = no such curve, though single readings can be large; an effect the other way counts as inactive or inconclusive. Potency is the fitted concentration of half-maximal effect.

nr | compound | POLI inh | Pol beta inh | APEX1 inh | G9a block | Pol eta inh
1 | COc1cccc(C(=O)Nc2ccncc2)c1 | nt | -2% | -5% | -11% | nt
2 | CCCCCN(C(=O)NC(=O)NCCCC)S(C)(=O)=O | 21% | 15% | -1% | 30%[59 µM] | -8%
3 | CC(OC(=O)CNC(=O)c1ccc(Cl)c([N+](=O)[O-])c1)C(=O)NCc1ccco1 (stereo not given) | -4% | nt | 2% | ? | -20%
4 | CC(COS(N)(=O)=O)Cc1ccc(C(F)(F)F)cc1 (stereo not given) | 5% | 3% | 31% | -7% | -16%
5 | CCn1nc([N+](=O)[O-])c(C(C#N)c2nc3cc(C(F)(F)F)ccc3s2)c(Cl)c1=O (stereo not given) | ? | 56µM* | -8% | 11µM* | 89µM*
6 | O=S1(=O)C2CC3C=CC2(O3)C(O)C(Cc2ccccc2)N1Cc1cccc(F)c1 (stereo not given) | 6% | nt | -6% | nt | nt
7 | CC(=O)c1ccc(S(=O)(=O)NCC(=O)N2CCN(C/C=C/c3ccccc3)CC2)cc1 | 5% | nt | -11% | 7.9µM* | -5%
8 | C/C(=C\c1ccco1)C1C(C#N)=C(N)Oc2n[nH]c(-c3ccccc3)c21 (stereo not given) | -26% | 1% | -4% | ? | -18%
9 | Cc1ccc(C(=O)c2c[nH]c(C(=O)NCCCN3CCOCC3)c2)cc1 | 13% | 18% | -1% | 2% | -13%
10 | CCC(CC)NC(=O)C1CC(=O)N(CCc2ccc(F)cc2)C1 (stereo not given) | 45%[activator] | -15% | -16% | nt | 11%
11 | O=C(COc1ccccc1Cl)NCCNC(=O)c1ccccn1 | 43%[activator] | 17% | 16% | 9% | -17%
12 | Cc1nn(-c2ccc(F)cc2)c(Cl)c1C(=O)N(C)CC(=O)Nc1cccc(F)c1 | 19% | nt | 4% | -10% | -9%
13 | O=C(O)c1ccc(CSc2nnc(-c3ccccc3)n2-c2ccccc2)cc1 | -3% | -3% | 1% | 7% | -8%
14 | NC(=O)C(c1ccc(Cl)cc1Cl)c1ncc(C(F)(F)F)cc1Cl (stereo not given) | 7% | 13% | 0% | 89%[activator][59 µM] | -8%
15 | Cc1ccc(/C=C/C(=O)Nc2ccccc2C(N)=O)cc1 | ? | ? | 1% | -2%[59 µM] | -17%

nr | Pol kappa inh | JMJD2A Tudor | BAZ2B block | BLM helicase inh
1 | nt | nt | -9% | -1%
2 | -5% | -10% | 10% | -4%
3 | 0% | -21% | -1% | nt
4 | -4% | -2% | 4% | -4%
5 | -10% | 28µM* | 11µM* | ?
6 | -6% | -5% | nt | -5%
7 | -12% | -27% | -4% | nt
8 | -13% | ? | ? | -4%
9 | 5% | -3% | 3% | 3%
10 | 9% | -16% | 12% | -2%
11 | -8% | -7% | 1% | -2%
12 | -12% | -10% | 0% | nt
13 | -15% | -15% | -16% | 4%
14 | 0% | -14% | -5% | -5%
15 | -15% | -7% | 1% | -5%

A different layout for some results above.
item	POLI inh	Pol beta inh	APEX1 inh	G9a block	Pol eta inh	Pol kappa inh	JMJD2A Tudor	BAZ2B block	BLM helicase inh	molecule
3	-4%	nt	2%	?	-20%	0%	-21%	-1%	nt	CC(OC(=O)CNC(=O)c1ccc(Cl)c([N+](=O)[O-])c1)C(=O)NCc1ccco1 (stereo not given)
4	5%	3%	31%	-7%	-16%	-4%	-2%	4%	-4%	CC(COS(N)(=O)=O)Cc1ccc(C(F)(F)F)cc1 (stereo not given)
5	?	56µM*	-8%	11µM*	89µM*	-10%	28µM*	11µM*	?	CCn1nc([N+](=O)[O-])c(C(C#N)c2nc3cc(C(F)(F)F)ccc3s2)c(Cl)c1=O (stereo not given)
6	6%	nt	-6%	nt	nt	-6%	-5%	nt	-5%	O=S1(=O)C2CC3C=CC2(O3)C(O)C(Cc2ccccc2)N1Cc1cccc(F)c1 (stereo not given)
7	5%	nt	-11%	7.9µM*	-5%	-12%	-27%	-4%	nt	CC(=O)c1ccc(S(=O)(=O)NCC(=O)N2CCN(C/C=C/c3ccccc3)CC2)cc1

The list continues.
nr | compound | POLI inh | Pol beta inh | APEX1 inh | G9a block | Pol eta inh
16 | COc1cc(OC)c(NC(=O)c2c(C)oc3ncnc(N4CCCCC4)c23)cc1Cl | -6% | 24% | nt | -6%[59 µM] | -9%
17 | COC(=O)C1=C(C)N(CCCC(=O)O)C(=O)NC1c1cccs1 (stereo not given) | 12% | 26% | -3% | ? | -7%
18 | N#C/C(=C\c1cc(Cl)c(OCc2ccc(Cl)cc2)c(Cl)c1)C(N)=O | nt | -23% | 1% | 28%[12.7 µM] | nt
19 | Cc1oc(-c2cccc(Cl)c2)nc1CS(=O)(=O)CC(=O)NC(C)CCc1ccccc1 (stereo not given) | 89µM* | -6% | nt | 2%[59 µM] | -8%
20 | COc1ccc(CCNC(=O)CSc2n[nH]c(N)n2)cc1OC | 123%[activator] | 32% | 6% | 24% | -6%
21 | CNC(=S)N1N=C(c2ccc(Br)cc2)CC1c1ccc(OC)cc1 (stereo not given) | 4% | ? | 3% | 2.5µM* | -23%
22 | COc1ccc(S(=O)(=O)N2CCCCC2)cc1NC(=O)c1cncc(Br)c1 | 33%[activator] | nt | 6% | 19%[2.33 µM] | -16%
23 | Nc1ccc(NC(=O)CCN2CCOCC2)cc1 | 81%[activator] | 1% | 61%[activator] | 0% | -7%
24 | COc1cccc(-n2c(SCC(=O)Nc3c(C)cc(C)cc3C)nc3c([nH]c4ccccc43)c2=O)c1 | 13% | 18% | nt | 17%[59 µM] | -6%
25 | CCCCN(Cc1ccccc1)S(=O)(=O)c1c(N)n(C)c(=O)n(C)c1=O | 16% | 14% | 17% | 25% | -10%
26 | Cc1cc(C)c(C(CC(=O)c2cccs2)C(C#N)C#N)c(C)c1 (stereo not given) | 16% | 6% | -1% | 20%[59 µM] | ?
27 | COc1cc(C2NC(=O)N(C)C(C)=C2C(=O)OCc2ccccc2)cc(Br)c1O (stereo not given) | -1% | 5% | -42% | nt | -6%
28 | COc1cc(Cl)c(S(=O)(=O)NCc2ccccn2)cc1Cl | 23% | 34% | 10% | ? | -18%
29 | O=C1CCCCC1(CCc1ccncc1)CCc1ccncc1 | 89%[activator] | nt | nt | nt | -26%
30 | COc1ccc(N2CCN(C(=S)Nc3ccccc3)CC2)cc1 | 112%[activator] | 31% | 7% | 14% | -16%

nr | Pol kappa inh | JMJD2A Tudor | BAZ2B block | BLM helicase inh
16 | -1% | -10% | 11%[57.1 µM] | 0%
17 | 8% | 1% | 1% | 7%
18 | nt | nt | 12% | -14%
19 | -8% | -18% | -9% | -9%
20 | 0% | -15% | 6% | -2%
21 | -10% | 2.5µM* | -34% | -19%
22 | 7% | -12% | 9% | nt
23 | -26% | -13% | 3% | -7%
24 | -3%[60.1 µM] | -6% | 0% | -2%
25 | -12% | -9% | -3% | 1%
26 | -4% | 0% | -3% | -13%
27 | -9% | -21% | -35% | -3%
28 | 1% | -11% | -14% | -1%
29 | -4% | -2% | nt | nt
30 | -3% | -10% | -3% | 0%

2 compounds picked at random from those above, as already listed:
nr | compound | POLI inh | Pol beta inh | APEX1 inh | G9a block | Pol eta inh
24 | COc1cccc(-n2c(SCC(=O)Nc3c(C)cc(C)cc3C)nc3c([nH]c4ccccc43)c2=O)c1 | 13% | 18% | nt | 17%[59 µM] | -6%
29 | O=C1CCCCC1(CCc1ccncc1)CCc1ccncc1 | 89%[activator] | nt | nt | nt | -26%

nr | Pol kappa inh | JMJD2A Tudor | BAZ2B block | BLM helicase inh
24 | -3%[60.1 µM] | -6% | 0% | -2%
29 | -4% | -2% | nt | nt

Next part:
nr | compound | POLI inh | Pol beta inh | APEX1 inh | G9a block | Pol eta inh
31 | CC(CNC(=O)c1ccco1)NC(=O)c1ccco1 (stereo not given) | 35%[activator] | 43% | 2% | ? | -14%
32 | COc1ccccc1NC(=O)CSc1nnc(-c2ccoc2C)o1 | 20% | nt | 5% | 19%[12.7 µM] | 0%
33 | O=S(=O)(CS(=O)(=O)Oc1ccccc1)Oc1ccccc1 | 4% | nt | nt | nt | 0%
34 | COC(=O)C(Cc1c[nH]c2ccccc12)NC(=O)c1cccs1 (stereo not given) | ? | 2% | -3% | 4% | -2%
35 | CCC(C)C(NC(=O)c1ccccc1NC(=O)c1ccc(OC)cc1)C(=O)NCCCn1ccnc1 (stereo not given) | 104%[activator] | 7% | -11% | 8% | -13%
36 | COC(=O)[C@H](C)NC(=O)NCc1ccccc1F | 1% | 1% | -1% | 3% | -8%
37 | COc1ccc(CN2CCNC(=O)C2CC(=O)NCCCC2CCCC2)c(F)c1 (stereo not given) | 21% | 4% | 43%[activator] | -22% | -7%
38 | Cc1ccc(NC(=O)CS(=O)CC(=O)Nc2cnc3ccccc3c2)cc1Cl (stereo not given) | -12% | ? | -11% | 4% | -15%
39 | O=C(CCCOc1ccc(Cl)cc1Cl)Nc1ncccn1 | 62%[activator] | 0% | 4% | 9% | -7%
40 | COc1ccc(/C=C/C(=O)NC(=S)NCc2ccccc2)cc1OC | 31%[activator] | 2% | -3% | -3%[59 µM] | -13%
41 | O=C(C1=C[C@@H](c2ccc(C(F)(F)F)cc2)C[C@@H](OCCCCO)O1)N1CCN(Cc2ccc3c(c2)OCO3)CC1 | -3% | -4% | 0% | ? | -17%
42 | CC(NC(=S)Nc1cccc(F)c1)C(c1cccs1)N1CCOCC1 (stereo not given) | 44%[activator] | 5% | 3% | 5% | -27%
43 | COc1ccc(C(C[N+](=O)[O-])c2c(C)[nH]n(-c3ccccc3)c2=O)cc1 (stereo not given) | 1.6µM* | -2% | -16% | 9%[2.33 µM] | -13%
44 | Cc1cc(/C=C2\SC(=S)N(C)C2=O)c(C)n1-c1ccccc1O | 25% | nt | nt | nt | -12%

nr | Pol kappa inh | JMJD2A Tudor | BAZ2B block | BLM helicase inh
31 | -12% | -9% | 5% | -1%
32 | -16% | -12% | -7% | nt
33 | -6% | -10% | nt | nt
34 | ? | -19% | -8% | -4%
35 | 0% | -24% | -27% | -1%
36 | -4% | -8% | -3% | -1%
37 | -15% | -23% | -23% | 0%
38 | -8% | 4% | 0% | -9%
39 | -3% | -3% | 0% | -2%
40 | 3% | -3% | 2% | -7%
41 | -14% | ? | -34% | -6%
42 | -1% | 1% | -26% | -1%
43 | -10% | 89µM* | -23% | ?
44 | -20% | ? | nt | nt

These rows are one share of the data; count on the stated rates, not on these rows.
